Source: PubChem BioAssay
NSD2 block = inhibitors of human NSD2, primary screen, biochemical, plate reader, single point. Histone-lysine N-methyltransferase NSD2 (Homo sapiens), O96028. NSD2-SET H3K36me1 DELFIA fluorescence. inhibition, % at 12.5 µM. 44,000 tested, 0.07% active; in the data active = inhibition above about 54%, passing the limit was not always enough;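 note: inhibitors reduce the monomethyl H3K36 fluorescence signal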
Target sequence (O96028 whole entry, looked up): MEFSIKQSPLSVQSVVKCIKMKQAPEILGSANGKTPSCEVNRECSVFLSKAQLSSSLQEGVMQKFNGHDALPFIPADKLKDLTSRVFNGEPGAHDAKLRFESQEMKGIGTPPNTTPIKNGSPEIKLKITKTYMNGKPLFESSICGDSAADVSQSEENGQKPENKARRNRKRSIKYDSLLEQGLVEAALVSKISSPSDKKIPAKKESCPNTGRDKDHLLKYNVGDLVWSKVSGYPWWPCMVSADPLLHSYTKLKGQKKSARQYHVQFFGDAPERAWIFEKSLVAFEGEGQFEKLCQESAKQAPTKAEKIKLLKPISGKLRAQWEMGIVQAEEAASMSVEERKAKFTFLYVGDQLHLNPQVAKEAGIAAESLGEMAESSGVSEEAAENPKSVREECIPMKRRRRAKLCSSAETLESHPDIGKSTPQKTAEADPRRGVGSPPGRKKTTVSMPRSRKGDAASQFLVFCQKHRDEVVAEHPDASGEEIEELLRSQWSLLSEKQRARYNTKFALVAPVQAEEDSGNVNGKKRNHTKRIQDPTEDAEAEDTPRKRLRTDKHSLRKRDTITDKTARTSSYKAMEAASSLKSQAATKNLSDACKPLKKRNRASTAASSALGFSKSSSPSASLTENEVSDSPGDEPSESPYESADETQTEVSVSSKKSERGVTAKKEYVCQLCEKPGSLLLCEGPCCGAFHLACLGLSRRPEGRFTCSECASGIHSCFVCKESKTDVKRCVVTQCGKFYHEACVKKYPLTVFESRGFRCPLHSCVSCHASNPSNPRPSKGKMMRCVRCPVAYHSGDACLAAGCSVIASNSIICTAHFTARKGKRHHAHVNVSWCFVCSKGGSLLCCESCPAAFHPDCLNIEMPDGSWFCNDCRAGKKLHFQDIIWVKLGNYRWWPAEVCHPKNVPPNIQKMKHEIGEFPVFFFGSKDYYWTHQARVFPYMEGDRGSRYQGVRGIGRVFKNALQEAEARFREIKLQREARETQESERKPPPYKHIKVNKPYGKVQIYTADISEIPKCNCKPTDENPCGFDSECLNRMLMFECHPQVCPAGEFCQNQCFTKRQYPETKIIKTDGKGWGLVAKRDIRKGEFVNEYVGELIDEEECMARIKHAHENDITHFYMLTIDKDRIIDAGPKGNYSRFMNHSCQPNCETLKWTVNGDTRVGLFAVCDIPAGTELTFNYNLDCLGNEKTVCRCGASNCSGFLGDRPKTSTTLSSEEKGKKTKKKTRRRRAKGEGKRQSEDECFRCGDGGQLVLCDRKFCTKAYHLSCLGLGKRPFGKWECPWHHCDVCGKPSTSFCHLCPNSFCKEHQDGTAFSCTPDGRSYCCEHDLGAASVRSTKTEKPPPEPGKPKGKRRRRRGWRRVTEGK
Active calls of the source: *; & = joins results of further samples.

SMILES	NSD2 block
C[C@@H]1CN([C@H](C)CO)C(=O)c2cc(NS(=O)(=O)c3cn(C)cn3)ccc2O[C@@H]1CN(C)C(=O)Nc1cccc2ccccc12	-3
C[C@@H]1CN([C@@H](C)CO)C(=O)c2cc(C#CC(C)(C)O)cnc2O[C@H]1CN(C)C(=O)CN(C)C	3
C[C@@H]1CN([C@H](C)CO)S(=O)(=O)c2ccc(-c3cccc(C(=O)N(C)C)c3)cc2O[C@@H]1CN(C)Cc1ccc2c(c1)OCO2	9
Cc1noc(C)c1S(=O)(=O)Nc1ccc2c(c1)C(=O)N([C@@H](C)CO)C[C@@H](C)[C@@H](CN(C)S(=O)(=O)c1cn(C)cn1)OCCCC[C@H](C)O2	1
CCCNC(=O)N(C)C[C@H]1Oc2cc(-c3cccnc3)ccc2S(=O)(=O)N([C@@H](C)CO)C[C@H]1C	7
Cc1noc(C)c1NC(=O)Nc1ccc2c(c1)C(=O)N([C@@H](C)CO)C[C@H](C)[C@H](CN(C)C(=O)Nc1ccc(C(F)(F)F)cc1)OCCCC[C@H](C)O2	-3
CC(C)CC#Cc1ccc2c(c1)O[C@H](CN(C)S(=O)(=O)c1ccc(F)cc1)[C@H](C)CN([C@H](C)CO)S2(=O)=O	-7
COC(=O)c1cnn(-c2ccccc2)c1C=Nc1ccc(C)cc1	0
C[C@@H]1CN([C@@H](C)CO)S(=O)(=O)c2ccc(-c3ccccc3F)cc2O[C@@H]1CN(C)S(C)(=O)=O	-2
C[C@H]1CN([C@@H](C)CO)C(=O)CCCn2cc(nn2)CO[C@H]1CN(C)S(=O)(=O)c1cccs1	11
C[C@@H]1CN([C@@H](C)CO)C(=O)c2cc(N(C)C)ccc2O[C@H]1CN(C)S(=O)(=O)c1ccc(F)cc1	-5
C[C@H]1CN([C@@H](C)CO)C(=O)c2cc(NS(=O)(=O)c3cn(C)cn3)ccc2O[C@H]1CN(C)Cc1ccc(Oc2ccccc2)cc1	1
COc1ccc(S(=O)(=O)N(C)C[C@H]2OCc3ccccc3-c3c(n(C)c4ccccc34)C(=O)N([C@@H](C)CO)C[C@H]2C)cc1	9
C[C@@H]1CCCCO[C@@H](CN(C)CC2CC2)[C@@H](C)CN([C@H](C)CO)C(=O)c2cc(NC(=O)Cc3ccccc3)ccc2O1	0
C[C@@H]1CN([C@H](C)CO)C(=O)c2cccc(NS(=O)(=O)c3cn(C)cn3)c2O[C@@H]1CN(C)CC1CC1	-2
C[C@@H]1CN([C@@H](C)CO)C(=O)Cc2cc(NS(=O)(=O)c3ccccc3)ccc2O[C@H]1CN(C)CC1CCCCC1	-1
O=C(Nc1ccccc1)C1=C[C@H](c2ccc3c(c2)OCO3)C[C@H](OCCCCO)O1	-3&-1
c1cc2c(cc1C1CCCCC1)c1c3n2CCNC3CCC1 (stereo not drawn)	18
C[C@@H]1CCCCO[C@@H](CN(C)S(=O)(=O)c2cccs2)[C@@H](C)CN([C@H](C)CO)C(=O)c2cc(NS(=O)(=O)c3cn(C)cn3)ccc2O1	4
C[C@H](CO)N1C[C@H](C)[C@H](CN(C)CC2CCCCC2)Oc2ccc(NC(=O)CCCCCC(=O)Nc3ccccc3N)cc2C1=O	2
COCC#Cc1ccc2c(c1)O[C@@H](CN(C)Cc1cccnc1)[C@@H](C)CN([C@H](C)CO)S2(=O)=O	6
CCCNC(=O)N(C)C[C@H]1Oc2cc(-c3ccccc3)ccc2S(=O)(=O)N([C@@H](C)CO)C[C@@H]1C	-13
O=C(C[C@H]1C=C[C@@H](NC(=O)Cc2ccccn2)[C@H](CO)O1)NCCCN1CCOCC1	-1
CCCNC(=O)C[C@H]1C[C@H]2c3cc(NS(=O)(=O)c4ccc(OC)cc4)ccc3O[C@H]2[C@H](CO)O1	1
CC(C)NC(=O)Nc1ccc2c(c1)C(=O)N([C@H](C)CO)C[C@@H](C)[C@@H](CN(C)S(=O)(=O)c1ccc(F)cc1)OCCCC[C@H](C)O2	0

By substructure: those above with a thiophene ring, fused or not
SMILES	NSD2 block
C[C@H]1CN([C@@H](C)CO)C(=O)CCCn2cc(nn2)CO[C@H]1CN(C)S(=O)(=O)c1cccs1	11
C[C@@H]1CCCCO[C@@H](CN(C)S(=O)(=O)c2cccs2)[C@@H](C)CN([C@H](C)CO)C(=O)c2cc(NS(=O)(=O)c3cn(C)cn3)ccc2O1	4

The listing continues:
SMILES	NSD2 block
CC(C)CC#Cc1cnc2c(c1)C(=O)N([C@@H](C)CO)C[C@@H](C)[C@@H](CN(C)C(=O)c1ccc3c(c1)OCO3)O2	-6
C[C@H]1CN([C@@H](C)CO)C(=O)c2cc(C#CCN(C)C)cnc2O[C@@H]1CN(C)C(=O)c1cnccn1	-2
CCN1CCCC1CNC(=O)c1cc(S(=O)(=O)CC)c(N)cc1OC (stereo not drawn)	-2
CNC[C@@H]1Oc2c(NC(=O)NC(C)C)cccc2C(=O)N([C@@H](C)CO)C[C@@H]1C	2
CC(C)NC(=O)Nc1ccc2c(c1)CC(=O)N([C@H](C)CO)C[C@@H](C)[C@H](CN(C)S(=O)(=O)c1cccs1)O2	9
CC(=O)N(C)C[C@@H]1Oc2cc(C#CC(C)(C)O)ccc2S(=O)(=O)N([C@@H](C)CO)C[C@@H]1C	4
COc1ccc(NC(=O)N(C)C[C@H]2Oc3ccc(NC(=O)Nc4ccc(F)cc4)cc3CC(=O)N([C@@H](C)CO)C[C@@H]2C)cc1	-4
Cc1noc(C)c1NC(=O)N(C)C[C@H]1Oc2c(NC(=O)c3nc4ccccc4s3)cccc2C(=O)N([C@@H](C)CO)C[C@@H]1C	0
COc1ccc(S(=O)(=O)N(C)C[C@H]2Oc3ccc(NC(=O)Nc4ccccc4)cc3CC(=O)N([C@@H](C)CO)C[C@H]2C)cc1	2
O=C1C[C@@](C(=O)NCC(F)(F)F)(c2ccc([N+](=O)[O-])cc2)[C@@H](c2ccc(CO)cc2I)N1C1CCCCC1	-72
CCC(=O)N(C)C[C@H]1Oc2ncc(C#CCc3ccccc3)cc2C(=O)N([C@H](C)CO)C[C@H]1C	-3
C[C@@H]1CCCCO[C@@H](CN(C)C)[C@H](C)CN([C@@H](C)CO)C(=O)c2cc(NC(=O)Nc3cccc4ccccc34)ccc2O1	-1
C[C@@H]1CN([C@H](C)CO)C(=O)c2cc(NS(=O)(=O)c3ccccc3)ccc2O[C@@H](C)CCCCO[C@H]1CN(C)Cc1ccc(C(F)(F)F)cc1	7
CC(C)NC(=O)Nc1ccc2c(c1)C(=O)N([C@@H](C)CO)C[C@H](C)[C@@H](CN(C)S(=O)(=O)c1cn(C)cn1)OCCCC[C@H](C)O2	-1
C[C@H](CO)N1C[C@H](C)[C@@H](CN(C)CC2CCCCC2)Oc2ccc(NC(=O)CCCN(C)C)cc2CC1=O	-3
C=CCOC(=O)C1=C[C@@H](c2ccccc2)[C@H](CCCO)[C@@H](OCC)O1	-4
CC(C)NC(=O)N(C)C[C@@H]1OCCCC[C@H](C)Oc2ccc(NC(=O)CCC(F)(F)F)cc2C(=O)N([C@@H](C)CO)C[C@@H]1C	-1
C[C@H](CO)N1C[C@H](C)[C@@H](CN(C)C(=O)C2CC2)Oc2cc(-c3ccccc3F)ccc2S1(=O)=O	5
COc1ccc(-c2ccc3c(c2)O[C@@H](CN(C)C(=O)c2ccccc2F)[C@H](C)CN([C@H](C)CO)S3(=O)=O)cc1	10
CN(C)C(=O)C[C@@H]1C[C@@H]2c3cc(NS(C)(=O)=O)ccc3O[C@@H]2[C@@H](CO)O1	5
CCCC#Cc1ccc2c(c1)O[C@H](CN(C)S(=O)(=O)c1cccc(OC)c1)[C@H](C)CN([C@@H](C)CO)S2(=O)=O	-5
COc1ccccc1-c1cnc2c(c1)C(=O)N([C@@H](C)CO)C[C@H](C)[C@@H](CN(C)C(=O)CN(C)C)O2	3
C[C@H]1CN([C@@H](C)CO)C(=O)c2cc(NS(=O)(=O)c3ccc(Cl)cc3)ccc2O[C@@H]1CN(C)Cc1ccncc1	-6
C[C@H]1CN([C@@H](C)CO)C(=O)c2cccc(NC(=O)Nc3ccccc3)c2O[C@@H]1CN(C)C(=O)Nc1ccc(C(F)(F)F)cc1	-3
COc1ccccc1-c1cnc2c(c1)C(=O)N([C@H](C)CO)C[C@@H](C)[C@H](CN(C)Cc1cccc(F)c1)O2	6

Seven compounds out of the list above, arranged by the number in NSD2 block, smallest number first.
SMILES	NSD2 block
O=C1C[C@@](C(=O)NCC(F)(F)F)(c2ccc([N+](=O)[O-])cc2)[C@@H](c2ccc(CO)cc2I)N1C1CCCCC1	-72
CCCNC(=O)N(C)C[C@H]1Oc2cc(-c3ccccc3)ccc2S(=O)(=O)N([C@@H](C)CO)C[C@@H]1C	-13
CC(C)CC#Cc1ccc2c(c1)O[C@H](CN(C)S(=O)(=O)c1ccc(F)cc1)[C@H](C)CN([C@H](C)CO)S2(=O)=O	-7
C=CCOC(=O)C1=C[C@@H](c2ccccc2)[C@H](CCCO)[C@@H](OCC)O1	-4
CCN1CCCC1CNC(=O)c1cc(S(=O)(=O)CC)c(N)cc1OC (stereo not drawn)	-2
C[C@H](CO)N1C[C@H](C)[C@@H](CN(C)C(=O)C2CC2)Oc2cc(-c3ccccc3F)ccc2S1(=O)=O	5
c1cc2c(cc1C1CCCCC1)c1c3n2CCNC3CCC1 (stereo not drawn)	18

Carrying on.
SMILES	NSD2 block
N#CC1=C(N)N(c2ccccc2)NC1(C(F)(F)F)C(F)(F)F	-4
C[C@H](NC(=O)/C(C#N)=C/c1ccc(O)c(O)c1)c1ccccc1	5
C=CCNC(=O)[C@@H]1[C@H]2C(=O)O[C@H](c3ccccc3)[C@H](c3ccccc3)N2[C@H](c2ccc(OCCO)cc2)[C@@]12C(=O)Nc1ccc(C#CCNC(N)=O)cc12	0
C[C@@H]1CN([C@@H](C)CO)C(=O)c2cc(NC(=O)Cn3cnnn3)ccc2O[C@@H]1CN(C)C(=O)NC1CCCCC1	5
C[C@H]1CN([C@@H](C)CO)C(=O)Cc2cc(NS(=O)(=O)c3ccc(Cl)cc3)ccc2O[C@@H]1CN(C)S(=O)(=O)c1cccs1	-5
C[C@H]1CN([C@@H](C)CO)C(=O)c2cccc(NC(=O)c3ccc(-c4nccs4)cc3)c2O[C@H]1CN(C)S(=O)(=O)c1cn(C)cn1	9
C[C@H]1CN([C@@H](C)CO)C(=O)Cc2cc(NS(=O)(=O)c3cn(C)cn3)ccc2O[C@H]1CN(C)C	-2
COc1ccc(NC(=O)N(C)C[C@H]2OCc3cn(nn3)CCCC(=O)N([C@@H](C)CO)C[C@@H]2C)cc1	1
C[C@@H]1CCCCO[C@@H](CN(C)C(=O)Nc2ccc3c(c2)OCO3)[C@@H](C)CN([C@H](C)CO)C(=O)c2cc(NC(=O)C3CCCCC3)ccc2O1	4
COc1c(C)c(O)c(C)c(O)c1C(=O)CCc1ccccc1	1
COCC(=O)N[C@H]1CC[C@@H](CC(=O)NCc2ccccc2OC)O[C@@H]1CO	2
COc1ccc([Si](C)(C)[C@@H]2[C@@H](CCO)O[C@]3(C(=O)N(Cc4ccccc4)c4ccc(N5CCCCC5=O)cc43)[C@H]2C)cc1	7
C[C@@H]1CN([C@@H](C)CO)C(=O)Cc2cc(NC(=O)Nc3ccc(C(F)(F)F)cc3)ccc2O[C@H]1CN(C)Cc1ccc(Cl)c(Cl)c1	-5
COc1ccc(NC(=O)Nc2ccc3c(c2)CC(=O)N([C@@H](C)CO)C[C@H](C)[C@H](CN(C)C(=O)Nc2ccccc2)O3)cc1	1
Cc1ccc(S(=O)(=O)N(C)C[C@@H]2OCCCC[C@@H](C)Oc3ccc(NC(=O)Nc4ccc(F)cc4)cc3C(=O)N([C@@H](C)CO)C[C@@H]2C)cc1	-1
COCC(=O)N(C)C[C@@H]1Oc2cc(-c3cccc(F)c3)ccc2S(=O)(=O)N([C@H](C)CO)C[C@@H]1C	1
O=C(C[C@@H]1C[C@@H]2c3cc(NC(=O)Cc4ccncc4)ccc3O[C@@H]2[C@@H](CO)O1)NCC1CC1	3
C[C@@H]1CN([C@@H](C)CO)S(=O)(=O)c2ccc(-c3cncnc3)cc2O[C@@H]1CN(C)Cc1ccccc1	-6
CC(=O)N(C)C[C@H]1Oc2ncc(C3=CCCC3)cc2C(=O)N([C@H](C)CO)C[C@@H]1C	19
C[C@@H]1CN([C@H](C)CO)C(=O)Cc2cc(NS(=O)(=O)c3ccccc3)ccc2O[C@H]1CN(C)Cc1ccc(C(F)(F)F)cc1	-8
C=CCNC(=O)[C@@H]1[C@H]2C(=O)O[C@H](c3ccccc3)[C@H](c3ccccc3)N2[C@H](c2ccc(O)cc2)[C@@]12C(=O)Nc1ccccc12	-4
C[C@@H]1CCCCO[C@H](CN(C)C(=O)Nc2ccccc2)[C@@H](C)CN([C@H](C)CO)C(=O)c2cc(NS(=O)(=O)c3ccc(Cl)cc3)ccc2O1	-1
C/C=C/c1cnc2c(c1)C(=O)N([C@@H](C)CO)C[C@H](C)[C@@H](CN(C)C(=O)CN1CCOCC1)O2	-12
C=CC[C@H]1Cc2ccccc2[C@H](CC=C)N1	2
Cc1ccc(-c2cnc3c(c2)C(=O)N([C@H](C)CO)C[C@H](C)[C@H](CN(C)C(=O)c2ccncc2)O3)cc1	0
COCC#Cc1cnc2c(c1)C(=O)N([C@H](C)CO)C[C@@H](C)[C@H](CN(C)C(=O)Nc1ccccc1F)O2	-2
Cc1noc(C)c1S(=O)(=O)Nc1ccc2c(c1)C(=O)N([C@@H](C)CO)C[C@H](C)[C@@H](CN(C)C(=O)C1CCCCC1)OCCCC[C@H](C)O2	-1
COc1ccc(S(=O)(=O)N(C)C[C@H]2Oc3ccc(NC(=O)Cc4ccccc4)cc3CC(=O)N([C@@H](C)CO)C[C@H]2C)cc1	2
C[C@@H]1CN([C@@H](C)CO)C(=O)c2cc(NS(=O)(=O)c3cccs3)ccc2O[C@@H]1CN(C)S(=O)(=O)c1cn(C)cn1	-1
O=C(/C=C/c1ccccc1)OC[C@]12O[C@H]1[C@@H](O)[C@@H]1C=CO[C@@H](O[C@@H]3O[C@H](CO)[C@@H](O)[C@H](O)[C@H]3O)[C@@H]12	7

The list is partial (hit frequency here may not be typical).
